Bioassay records as filed in PubChem BioAssay.
KB-V1 MDR tox: kills drug-selected multidrug resistant KB-V1 cells; KB-V1 MDR cells viability, CellTiter-Glo, 72 h; Potency, µM (top dose mostly 46.1 µM), for inactives: at the highest dose activity change, negative = cytotoxicity, most hits filed as cytotoxic; 400,000 tested, 3.4% active; AID 1347076; further: potency means the concentration at half of the fitted maximal effect; on the % scale 0 is the no-effect control and ±100 the full control effect; nearly all actives have a fitted effect of over 60% in size
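Following 72 h at 37 degrees C with compound, KB-V1 cell viability was read by CellTiter-Glo luminescence, medium being phenol-red-free DMEM plus 10% FBS; concentration-response parameters came from normalized, curve-fitted qHTS data.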
MCF10A rereplic: DNA re-replication induction in MCF 10a cells. 350,000 tested, 2.9% active. MCF 10A DNA re-replication, Hoechst nuclear intensity, 48 h. AID 624296. Potency, µM (doses to about 46.1 µM), for inactives: at the highest dose activity, positive = re-replication, usual class: activators; further: potency means the concentration at half of the fitted maximal effect; % of control where 0% means no effect; nearly all actives have a fitted effect of over 50% in size
SW480 rerep: DNA re-replication induction in SW480 cells; 340,000 tested, 1.8% active; Potency, µM (highest dose often 46.1 µM), inactives show top-dose re-replication activation, actives largely listed as activators; AID 624297; SW480 DNA re-replication, Hoechst DNA content imaging, 48 h; further: potency means the concentration at half of the fitted maximal effect; % of control where 0% means no effect; nearly all actives have a fitted effect of over 55% in size
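Quantitative HTS format with DMSO vehicle controls; 48 hr drug incubation at 37 C, then 40 min Hoechst staining and scanning imager measurement at 405 nm excitation.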
KB-3-1 cytotox: KB-3-1 parental cell cytotoxicity; AID 1347075; Potency, µM (doses to about 46.1 µM), inactives show at the highest dose activity change, negative = cytotoxic, hits mostly cytotoxic; 400,000 tested, 1.4% active; KB-3-1 viability, CellTiter-Glo ATP luminescence, 72 h; further: potency means the concentration at half of the fitted maximal effect; on the % scale 0 is the no-effect control and ±100 the full control effect; nearly all actives have a fitted effect of over 60% in size
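Multi-concentration cytotoxicity screen in KB-3-1 cells grown in DMEM lacking phenol red with 10% FBS. After 72 h at 37 °C with compound, ATP-dependent luminescence was recorded.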
HEK293 tox: cytotoxicity counter-screen for GLP-1 receptor inverse agonists | HEK293 cAMP-luciferase reporter cells, luminescence, 24 h | 410,000 tested, 0.13% active | Potency, µM (doses to about 38.3 µM), inactives show top-dose activity change, negative = inhibition, most hits filed as inhibitors;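 further: loss of luciferase light is scored as toxicity; potency means the concentration at half of the fitted maximal effect; on the % scale 0 is the no-effect control and ±100 the full control effect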
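To flag toxic compounds, the library was rerun on cells for 24 hr at 37 deg C and 5% CO2. Viability-linked luminescence was captured 12 min after adding luciferase detection reagent.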
IL-1B inflam inh: inflammasome signaling inhibition, IL-1 beta readout. THP-1 LPS/ATP IL-1B secretion, AlphaLISA, 16 h; stronger effect = lower value. activity change, % at 57.5 µM. 360,000 tested, 4.7% active. AID 743279; in the data active means activity change below about -50%; inconclusive means mostly about -30% to -49%; further: on the % scale 0 is the no-effect control and ±100 the full control effect
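THP-1 cells pretreated 1 hr with compounds (up to 57.5 uM final), then stimulated with LPS (250 ng/mL final) plus ATP (1.25 mM final); secreted IL-1B measured by AlphaLISA after 16 hr, decreased signal indicating inhibition.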
DRD3 agonist: D3 dopamine receptor (human) agonism; 410,000 tested, 0.58% active; D3R DiscoveRx beta-arrestin cells, luminescence, 90 min; max activation, %; in the data active means max activation above about 30%; further: 0% is about no effect; mostly tested at two doses, the higher about 12 µM
Target sequence (P35462 whole entry, looked up): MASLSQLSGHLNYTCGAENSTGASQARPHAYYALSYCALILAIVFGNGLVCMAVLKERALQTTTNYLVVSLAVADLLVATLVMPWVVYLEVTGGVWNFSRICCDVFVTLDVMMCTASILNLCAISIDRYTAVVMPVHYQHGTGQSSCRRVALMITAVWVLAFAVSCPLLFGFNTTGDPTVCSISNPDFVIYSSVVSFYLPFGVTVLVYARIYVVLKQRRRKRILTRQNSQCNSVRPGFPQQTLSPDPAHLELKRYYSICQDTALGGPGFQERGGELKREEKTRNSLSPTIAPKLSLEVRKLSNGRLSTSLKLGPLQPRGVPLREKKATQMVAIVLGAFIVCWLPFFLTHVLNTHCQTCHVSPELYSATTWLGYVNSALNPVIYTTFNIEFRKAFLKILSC
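Agonist mode: compounds and dopamine controls were applied to plated cells for 90 min at 37 degrees C after an overnight attachment at 1500 cells/well. Luminescent read-out followed 30 - 60 minutes at room temperature with DiscoveRx detection reagent.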
HT1080 IDH1KD tx: HT-1080 IDH1 knockdown cell toxicity (counter line) | HT-1080 IDH1 knockdown viability, ATP luminescence, 48 h | Potency, µM (highest dose often 46.1 µM), without a hit: top-dose activity, negative = toxicity, usual class: cytotoxic | 360,000 tested, 2% active | AID 686971;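 further: potency means the concentration at half of the fitted maximal effect; 0% = DMSO wells and -100% = cell-free medium wells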
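Assay cells: HT-1080 with IDH1 knockdown, 750 per well, RPMI/5% FBS. Exposure: 48 h at 37 °C following 2 h pre-incubation. Read: CellTiter-Glo luminescence; fitted concentration-response, curve class assigned.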
HT1080-NT tox: kills 2HG-producing HT-1080-NT fibrosarcoma cells | HT-1080-NT fibrosarcoma viability, CellTiter-Glo ATP luminescence, 48 h | Potency, µM (series often up to 46.1 µM), without a hit: at the highest dose activity, negative = less viability, most hits filed as cytotoxic | 360,000 tested, 1.6% active | AID 686970;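 further: NT is the 2HG producing partner of a matched IDH1 knockdown line; potency means the concentration at half of the fitted maximal effect; 0% = DMSO-treated cells and -100% = media-only wells without cells; nearly all actives have a fitted effect of over 55% in size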
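750 cells/well, RPMI + 5% FBS; 2 h settle, compound pin-transfer, 48 h at 37 degrees C. CellTiter-Glo 10 min RT, luminescence. Normalized to DMSO and media-only wells.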
Starred values were filed as active, the others as inactive; ? = inconclusive; nt = no result given; [ ] = dose if it differs, or a comment. Unless noted, the call rests on the fitted dose curve; in most records, active means well fitted curve in the direction sought with a large enough effect; inconclusive means small, poorly fitted or top-dose-only effect, or another doubt; inactive means no such curve, though single readings can be large; an effect the other way counts as inactive or inconclusive.

SMILES	KB-V1 MDR tox	MCF10A rereplic	SW480 rerep	KB-3-1 cytotox	HEK293 tox	IL-1B inflam inh	DRD3 agonist	HT1080 IDH1KD tx	HT1080-NT tox
O=C(CCNC(=O)c1ccc(Cl)cc1)NNC(=O)c1ccc(F)cc1	17%	-5%	-12%	14%	0%	20	7	4%	6%
COC(=O)C1CCN(CC(=O)Nc2ccc(C(=O)Nc3ccccc3OC)cc2)CC1	?	25%	21%	-1%	10%	-13	6	-8%	-6%
COC(=O)c1ccc(C2/C(=C(/O)c3ccc4c(c3)CC(C)O4)C(=O)C(=O)N2Cc2ccncc2)cc1 (stereo not drawn)	13%	2%	-37%[inhibitor]	7%	-8%	6	-7	-8%	18%
CCOc1ccc2c(c1)C(c1ccc(C)cc1)=NNC(c1ccc(OC)cc1)=N2	?	-10%	?	-4%	?	?	-8	-2%	?
CCN(C(=O)COC(=O)c1nc2nc(C)cc(C)n2n1)C1CCCCC1	?	0%	-12%	13%	13%	15	1	-5%	-3%
COCCn1c(CCc2ccccc2)n[nH]c1=S	-11%	16%	-3%	0%	2%[7.66 µM]	-3	3	2%	11%
COc1ccc(C(OC(=O)c2ccco2)C(=O)NC2CCCC2)cc1OC (stereo not drawn)	4%	-5%	-31%	7%	-20%	2	1	8%	11%
Nc1ncc2c(n1)-c1cc(Cl)ccc1SC2	-16%	0%	16%	2%	-3%	-18	3	-5%	-1%
Cc1c(OC(C)C(=O)O)ccc2c(-c3ccccc3)cc(=O)oc12 (stereo not drawn)	1%	-1%	-10%	3%	-2%	6	0	1%	-1%
COc1ccc(S(=O)(=O)N(C)C[C@H]2OCc3cn(nn3)CCCC(=O)N([C@H](C)CO)C[C@@H]2C)cc1	?	nt	nt	21%	1%	7	8	1%	4%
CN1C(C(=O)N2CCc3ccccc3C2)=CC(c2ccc(F)cc2)=NS1(=O)=O	-29%	-13%	-6%	-10%	6%	17	0	-1%	-17%
Cc1cn([C@H]2C[C@H](O)[C@@H](CCC(=O)NCc3ccc(N(C)C)cc3)O2)c(=O)[nH]c1=O	7%	nt	nt	-5%	3%	10	-3	2%	5%
COc1ccc(N(CC(=O)Nc2cccc(N(C)S(C)(=O)=O)c2)S(=O)(=O)c2ccccc2)cc1Cl	?	-9%	-40%[inhibitor]	?	-5%	-1	-1	-2%	-17%
Cc1ccc(S(=O)(=O)N(C)CC(=O)OCC(=O)c2ccc3c(c2)NC(=O)CO3)cc1	5%	3%	-7%	12%	1%	13	4	7%	6%
Cc1cccn2c(Nc3ccccc3)c(-c3ccc(N4CCOCC4)cc3)nc12	-20%	nt	nt	0%	-10%	nt	-8	nt	nt
COC(=O)C/C(C)=N/Nc1ccc(S(=O)(=O)N2CCCC2)cc1[N+](=O)[O-]	12%	21%	-3%	1%	1%	11	1	0%	7%
COc1ccc(C(=O)c2cnc[nH]2)cc1	20%	-11%	?	-4%	?	-5	-13	17%	18%
CCN1CCN(C(=S)NC(=O)/C=C/c2cccs2)CC1	10%	1%	2%	2%	-23%	-22	1	11%	10%
CCC(=O)Oc1ccc(C(=O)Nc2cccc(C(=O)NCC(C)C)c2)cc1	0%	-1%	-11%	-12%	8%	28	0	-2%	-2%
O=C(O)C1=CC[C@@H](c2ccc(Cl)cc2)N(S(=O)(=O)c2ccc(Cl)cc2)[C@H]1c1ccccc1	-9%	2%	-23%	-5%	-21%	5	-48	-14%	-20%
O=C(NCC1CCCO1)c1cc2cc(Cl)ccc2[nH]1 (stereo not drawn)	-9%	2%	-1%[9.22 µM]	0%	4%	-73*	-7	-6%	-7%
Oc1ccc(Br)cc1/C=N/N1CCN(Cc2cccc3ccccc23)CC1	?	-1%	-8%	0%	3%	7	2	9%	?
COc1cc(CC(=O)NCC2COc3ccccc3O2)cc(OC)c1OC (stereo not drawn)	-17%	1%	-1%	1%	21%	0	4	1%	22%
COc1ccccc1-c1sc2cc3c(cc2c1-c1ccc(OCCN2CCOCC2)cc1)OCO3	0%	4%	5%	0%	2%	27	-49	-24%	-17%
Cc1ccc(C)c(NC(=S)N2C3CCCC2CC(NC(=O)C2CC2)C3)c1 (stereo not drawn)	-29%	-1%	2%	12%	-9%	5	-3	22%	8%

Two compounds from above, limited to HT1080-NT tox.
compound,HT1080-NT tox
O=C(NCC1CCCO1)c1cc2cc(Cl)ccc2[nH]1 (stereo not drawn),-7%
COc1ccc(C(=O)c2cnc[nH]2)cc1,18%

Complete entries, quoted from the list. Order of screens: KB-V1 MDR tox	MCF10A rereplic	SW480 rerep	KB-3-1 cytotox	HEK293 tox	IL-1B inflam inh	DRD3 agonist	HT1080 IDH1KD tx	HT1080-NT tox
Shown for COc1ccccc1-c1sc2cc3c(cc2c1-c1ccc(OCCN2CCOCC2)cc1)OCO3 = 0%	4%	5%	0%	2%	27	-49	-24%	-17%
Shown for COc1ccc(N(CC(=O)Nc2cccc(N(C)S(C)(=O)=O)c2)S(=O)(=O)c2ccccc2)cc1Cl = ?	-9%	-40%[inhibitor]	?	-5%	-1	-1	-2%	-17%
Shown for COc1ccc(C(=O)c2cnc[nH]2)cc1 = 20%	-11%	?	-4%	?	-5	-13	17%	18%

Rewritten as labelled records: part of the list above
SMILES: COCCn1c(CCc2ccccc2)n[nH]c1=S
  KB-V1 MDR tox: -11%
  MCF10A rereplic: 16%
  SW480 rerep: -3%
  KB-3-1 cytotox: 0%
  HEK293 tox: 2%[7.66 µM]
  IL-1B inflam inh: -3
  DRD3 agonist: 3
  HT1080 IDH1KD tx: 2%
  HT1080-NT tox: 11%

SMILES: Oc1ccc(Br)cc1/C=N/N1CCN(Cc2cccc3ccccc23)CC1
  KB-V1 MDR tox: ?
  MCF10A rereplic: -1%
  SW480 rerep: -8%
  KB-3-1 cytotox: 0%
  HEK293 tox: 3%
  IL-1B inflam inh: 7
  DRD3 agonist: 2
  HT1080 IDH1KD tx: 9%
  HT1080-NT tox: ?

Rewritten with values under each structure: three of the compounds above.
Results follow in this order: KB-V1 MDR tox	MCF10A rereplic	SW480 rerep	KB-3-1 cytotox	HEK293 tox	IL-1B inflam inh	DRD3 agonist	HT1080 IDH1KD tx	HT1080-NT tox
> O=C(CCNC(=O)c1ccc(Cl)cc1)NNC(=O)c1ccc(F)cc1
 : 17%	-5%	-12%	14%	0%	20	7	4%	6%
> COc1ccc(S(=O)(=O)N(C)C[C@H]2OCc3cn(nn3)CCCC(=O)N([C@H](C)CO)C[C@@H]2C)cc1
 : ?	nt	nt	21%	1%	7	8	1%	4%
> CN1C(C(=O)N2CCc3ccccc3C2)=CC(c2ccc(F)cc2)=NS1(=O)=O
 : -29%	-13%	-6%	-10%	6%	17	0	-1%	-17%

(more compounds)
SMILES	KB-V1 MDR tox	MCF10A rereplic	SW480 rerep	KB-3-1 cytotox	HEK293 tox	IL-1B inflam inh	DRD3 agonist	HT1080 IDH1KD tx	HT1080-NT tox
CC(C)C[C@@H]1COc2cccc(N3CCC[C@@H]3CO)c2S(=O)(=O)N1	3%	nt	nt	0%	0%	9	5	0%	0%
CCOC(=O)C1=C(COC(=O)c2ccc([N+](=O)[O-])s2)NC(=O)NC1C (stereo not drawn)	?	7%	18%	0%	-14%	42	0	-23%	-14%
Cc1ccc(NC(=O)CN(C)C(=O)c2cc3c(s2)CCCCC3)cc1	-26%	6%	-14%	-14%	-18%	0	-9	-2%	-5%
COC(=O)c1ccccc1-c1ccc(/C=N/NC(=O)c2cc3ccccc3o2)o1	13µM*	?	-1%	?	3%	-13	-9	-2%	-2%
Cc1ccc2nc(CSc3nnc(Nc4ccccc4F)s3)cc(=O)n2c1	?	?	-2%	?	14%	0	3	-26%	?
CC(=O)c1ccc(NC(=O)Cn2c(=O)oc3cc(S(=O)(=O)N4CCCCC4)ccc32)cc1	0%	nt	nt	9%	5%	nt	4	nt	nt
CCOC(=O)C(C)c1n[nH]c(=O)c2ccccc12 (stereo not drawn)	-15%	16%	-2%	-2%	-15%	12	0	5%	-5%
O=C(CCC(=O)c1ccc(F)cc1)Nc1cccc(S(=O)(=O)Nc2cccc(Cl)c2)c1	-2%	?	20%	2%	-11%	8	1	-30%	-19%
O=C(CN1CCOCC1)NN=Cc1ccc([N+](=O)[O-])o1	?	nt	nt	0%	-10%	46	-5	?	-21%
O=C(CN1CCN(S(=O)(=O)N2CCOCC2)CC1)Nc1cc(Cl)cc(Cl)c1	?	4%	-7%	-10%	6%	-23	-24	2%	-26%
O=C(NC(CC(=O)N1CCN(c2ccccc2)CC1)c1ccccc1)c1ccccc1Cl (stereo not drawn)	-4%	1%	3%	5%	4%	-25	5	-12%	-12%
COc1ccc(CCNC(=O)CCCCn2c(=O)c3ccccc3n(Cc3ccc(Cl)cc3)c2=O)cc1OC	-1%	nt	nt	-2%	-15%	nt	5	nt	nt
COC(=O)c1c(C)[nH]c(C(=O)NCc2ccco2)c1C	-26%	-3%	-1%	11%	2%	-2	-20	30%	24%
CCOC(=O)c1csc(NC(=O)c2ccc(S(=O)(=O)N(CC)CC)cc2)n1	3%	8%	-10%	-5%	-15%	-7	-3	-15%	-4%
COc1ccc(C(=O)Nn2c(SCC(=O)NC3CCCC3)nc3ccccc3c2=O)cc1	2%	-3%	-17%	-5%	-8%	-20	6	5%	2%
Cc1ccccc1/C=C1\Sc2ccc(C(=O)N3CCN(c4ccccn4)CC3)cc2N(C)C1=O	?	23µM*	3%	15%	-1%	-22	12	-15%	0%
COc1ccc(-n2c(C)nn(C)c2=O)c(OC)c1	4%	-4%	2%	-5%	-16%	7	-6	-13%	0%
COc1ccc(OCC(O)CN2CCN(c3ccc(Cl)cc3)CC2)cc1 (stereo not drawn)	-3%	8%	1%	2%	-1%	15	5	0%	5%
CC(=O)Nc1ccc(C(F)(F)F)cc1Cl	1%	-2%	-4%	3%	10%	7	12	-10%	2%
